Screening data (PubChem)
ABHD4 inh – inhibitors of mouse ABHD4 | Q8VD66 | purified mABHD4, FP-Rh probe fluorescence polarization | inhibition, % at 8.92 µM | 370,000 tested, 0.54% active;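 active means inhibition exceeding the mean over every tested compound plus 3 SD, cut at about 30% in these data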;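 further: 0% = plate median of compound wells and 100% = S159A mutant with DMSO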
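System: mouse ABHD4 enzyme, wild type / Medium: HEPES pH 7.0, NaCl, Pluronic buffer / Reagent: FP-Rh activity-based fluorescent probe / Control set: S159A mutant high control, sample median low control / Detection: fluorescence polarization with parallel and perpendicular emission, 525/598 nm / Schedule: 45 min + 60 min at 25 °C / Compound dosing: 8.92 µM, single dose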
TCR CD3 inh – blocks the human TCR-CD3 interaction; TAMRA-labeled TCR probe fluorescence, biochemical; inhibition, % at 9.4 µM; 360,000 tested, 0.37% active; in the data active means inhibition above about 19%;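 further: recombinant mutant TCR 2C K166C tagged with TAMRA read by polarization; 0% = receptor in buffer alone and 100% = receptor with positive control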
NPR1 activator – GC-A (human) enzyme activation | P16066 | HEK293 GC-A cells, cGMP TR-FRET, EC30 ANP; 0% at EC30 ANP, 100% saturating ANP | 370,000 tested, 0.14% active | AID 1671463 | activation, % at 10 µM; in the data active means activation above about 40%
SIAE primary – human SIAE inhibition, primary screen. Q9HAT2. SIAE FP-Rh probe binding, fluorescence polarization. inhibition, % at 9.66 µM. 370,000 tested, 0.69% active. AID 1053197;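 active means inhibition above a cutoff: mean of compounds within the control limits plus 3 SD of those, cut at about 17% in these data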;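 further: 0% = plate median of compound wells and 100% = probe without SIAE protein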
UHRF1 binding – human UHRF1 methylated DNA binding inhibitors; UHRF1 binding to methylated oligo, TR-FRET; inhibition, % at 4.4 µM; Q96T88; 370,000 tested, 0.75% active; in the data active means inhibition above about 21%;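 further: UHRF1 SRA domain binding a hemimethylated CpG hairpin DNA probe; 0% = median of test compound wells and 100% = reference inhibitor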
HTRA1 inhibitor – inhibitors of human serine peptidase HTRA1; Q92743; recombinant HTRA1, FP-rhodamine activity-based probe, fluorescence polarization; inhibition, % at 5.96 µM; 340,000 tested, 0.5% active; AID 504803; in the data active means inhibition above about 36%;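 further: 0% = enzyme with DMSO and 100% = wells lacking enzyme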
Target sequence (Q92743 whole entry, looked up): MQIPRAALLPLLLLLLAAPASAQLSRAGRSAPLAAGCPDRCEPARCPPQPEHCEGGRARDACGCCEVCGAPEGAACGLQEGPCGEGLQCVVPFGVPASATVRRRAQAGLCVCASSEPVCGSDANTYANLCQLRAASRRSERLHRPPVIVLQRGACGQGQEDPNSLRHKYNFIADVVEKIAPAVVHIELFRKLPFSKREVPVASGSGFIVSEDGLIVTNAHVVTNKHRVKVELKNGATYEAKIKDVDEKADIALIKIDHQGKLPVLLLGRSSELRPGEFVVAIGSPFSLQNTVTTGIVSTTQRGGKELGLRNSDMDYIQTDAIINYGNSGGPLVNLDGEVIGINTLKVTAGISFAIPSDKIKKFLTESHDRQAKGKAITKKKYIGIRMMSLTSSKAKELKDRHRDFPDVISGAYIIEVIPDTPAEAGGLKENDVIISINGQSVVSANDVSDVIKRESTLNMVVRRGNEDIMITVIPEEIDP
GC-B act – GC-B (human) receptor activation; P20594; HEK293-GC-B cells, CNP EC30, cGMP TR-FRET; 0% at EC30 CNP, 100% saturating CNP; activation, % at 10 µM; 370,000 tested, 0.11% active; AID 1920062;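 active means activation at 10 µM reaching about 35% in either raw or pattern-adjusted values, limit read from the data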
PRMT1 FP inh – inhibitors of human PRMT1. Q99873. inhibition, % at 2.79 µM. 370,000 tested, 1.3% active. recombinant PRMT1, activity-based probe fluorescence polarization. AID 652257;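 active means inhibition above about 21% made by adding two undisclosed values, limit read from the data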
rCAG binder – binds r(CAG) RNA repeats | AID 651821 | 370,000 tested, 1.3% active | inhibition, % at 3 µM | r(CAG) RNA repeat, TO-PRO-1 dye displacement fluorescence;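 active means inhibition above the plate cutoff, the mean of all test compounds on that plate plus 3 SD, cut at about 35% in these data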;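 further: 0% = DMSO alone and 100% = 100 µM mitoxantrone as full dye displacement; higher means more dye released from RNA so lower well fluorescence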
MBD2 inh – blocks human MBD2 binding to methylated DNA; Q9UBB5; TR-FRET, MBD2 binding to methylated oligonucleotide; inhibition, % at 4.4 µM; 370,000 tested, 0.31% active; in the data active means inhibition above about 13%
Target sequence (Q9UBB5 whole entry, looked up): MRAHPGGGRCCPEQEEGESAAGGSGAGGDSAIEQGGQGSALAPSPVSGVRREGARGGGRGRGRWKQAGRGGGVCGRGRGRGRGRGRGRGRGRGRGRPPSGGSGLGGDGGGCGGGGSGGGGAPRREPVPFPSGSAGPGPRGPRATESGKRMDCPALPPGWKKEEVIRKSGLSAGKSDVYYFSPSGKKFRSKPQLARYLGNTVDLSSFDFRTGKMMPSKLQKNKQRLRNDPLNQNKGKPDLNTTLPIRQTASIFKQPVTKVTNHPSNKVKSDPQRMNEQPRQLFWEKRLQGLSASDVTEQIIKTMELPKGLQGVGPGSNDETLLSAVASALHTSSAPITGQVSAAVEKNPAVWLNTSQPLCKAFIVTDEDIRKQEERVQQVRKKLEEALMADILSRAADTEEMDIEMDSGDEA
The depositor's hits bear a star; . = no result given. The list is partial; count on the stated rates, not on these rows.

SMILES	ABHD4 inh	TCR CD3 inh	NPR1 activator	SIAE primary	UHRF1 binding	HTRA1 inhibitor	GC-B act	PRMT1 FP inh	rCAG binder	MBD2 inh
COC(=O)[C@]12C[C@H](CC(=O)N3CCOCC3)C(=O)N(Cc3cccc4ccccc34)C1=C[C@H](COCc1ccccc1)O[C@@H]2C	1	.	-1	0	-3	.	-1	-1	7	-5
CCOc1ccc(C(=O)Nc2cccc3cccnc23)cc1	-5	-4	-5	-3	0	-9	-5	0	1	-2
Cc1cn(CC(=O)NCC(c2ccccc2)c2ccccc2)c(=O)[nH]c1=O	2	0	-1	-6	-2	14	-6	4	0	-1
CCN1CCN(c2nc(NCCO)c3ccccc3n2)CC1	6	4	8	-1	2	6	-2	2	-3	5
CCOc1ccc(S(=O)(=O)/N=C(/Nc2ccc(S(N)(=O)=O)cc2)c2ccccc2)cc1	0	11	4	-7	-3	0	4	-6	5	-3
Cc1ccc(S(=O)(=O)N2CCC(C(=O)O)CC2)cc1C(=O)O	1	-4	3	1	8	-2	6	2	5	1
COc1ccc2c(c1OC)C(=O)N(c1ccc3c(c1)CCC3)C2=O	5	-3	1	-5	2	2	-1	-2	-2	3
O=C(Nc1ccc2c(c1)OCCO2)c1cccc(S(=O)(=O)N2CCCCC2)c1	-7	2	3	8	0	-7	0	-5	-3	2
C=CCN1C(c2cccc(C(F)(F)F)c2)=CS/C1=C(\C#N)c1nnc(N2CCOCC2)n1-c1ccccc1	-4	4	-4	-1	0	-3	-5	5	2	4
Cc1cc(C(=O)N2CCCC(N3CCN(c4cccc(Cl)c4)CC3)C2)n(C)n1 (stereo unspecified)	0	-7	2	2	3	4	1	0	-9	3
COc1ccc(OC)c(NC(=O)CSc2nc3ccccc3cc2Cc2ccccc2)c1	1	-4	-2	2	-2	0	4	-4	4	1
O=C(NN=C1CCCCCCC1)C(=O)NC1CCCCC1	7	2	0	-5	-3	8	1	0	4	5
COC(=O)[C@H](Cc1ccccc1)NC(=O)N1CCCCC1C (stereo partly specified)	1	1	-4	5	1	1	-2	-1	-1	2
CCc1ccccc1NC(=O)c1ccc(NS(C)(=O)=O)cc1	6	-1	3	3	-1	.	2	6	-1	7
CCN(CC)S(=O)(=O)c1ccc(NS(=O)(=O)c2cccc(C)c2)cc1	-7	5	2	0	1	6	-2	1	14	0
COc1ccc2[nH]cc(CCNC(=O)c3ccc([N+](=O)[O-])cc3)c2c1	8	-4	2	15	0	7	-2	3	-1	4
Cc1ccc(S(=O)(=O)/N=C(\Nc2cccc(C)c2)Nc2nc(C)cc(C)n2)cc1	5	-4	14	-2	2	-1	13	-2	2	-3
O=C(COc1cccnc1[N+](=O)[O-])NCCc1ccc(Cl)cc1Cl	-3	0	13	3	1	-7	-13	0	-3	-5
CC1(Oc2cnc(Cl)c3ccccc23)CCN(Cc2ccc(OC(F)(F)F)cc2)C1 (stereo unspecified)	4	-1	1	-2	-7	.	-1	1	1	-6
CC(C)NC(=O)Cn1nnc(-c2ccccc2)c1COc1ccc2ccccc2c1	-11	3	-6	-7	-1	.	5	2	0	-3
Cn1c(=O)c2cc(NC(=O)CCc3ccccc3)ccc2n1Cc1cccc(C(F)(F)F)c1	-2	-5	1	3	0	.	6	2	-1	4
CCOC(=O)C1(Cc2ccccc2)CCCN(Cc2ccccn2)C1 (stereo unspecified)	5	-1	-8	2	2	1	0	-3	-6	3
Cc1ccccc1C(=O)NC(=S)Nc1ccc(N2CCOCC2)cc1	2	1	1	4	-3	6	2	1	-3	-6
Cc1ccc(C(=O)OCC(=O)Nc2ccc(S(N)(=O)=O)cc2)c(O)c1	0	2	-3	1	0	-10	-2	3	7	-2
Cc1cccc(CN2CCN(c3ccccn3)CC2)c1	7	-4	4	12	3	4	1	1	-5	-1
Fc1ccccc1N1CCN(c2nc3ccccc3n3nnnc23)CC1	8	6	-4	8	0	3	-7	8	-7	-3
N/C(=N\C(=O)OCc1ccccc1)N(CC#CC1=CCCCC1)CC1CC1	-12	.	-2	-4	-2	.	7	4	2	1
CCOc1ccccc1Nc1ncccc1C(=O)N1CCCC1	5	-6	-2	-1	2	4	4	1	-8	2
CC(=O)Nc1cc(-c2ccc(N)cc2)cn2c(-c3cccc(C(F)(F)F)c3)cnc12	18	2	8	2	-8	.	3	5	11	-1
COc1cccc(C(C(=O)NC2CCCC2)N(Cc2cccnc2)C(=O)Cc2cccs2)c1 (stereo unspecified)	-5	11	-9	4	-2	-2	-6	3	6	2
O=C(NC1CCCCN(Cc2ccc(Cl)cc2)C1=O)c1cc(-c2ccccc2)no1 (stereo unspecified)	-7	.	4	-2	0	.	3	-8	5	0
COc1cccc2c(=O)c3cccc(N)c3[nH]c12	58*	18	-6	6	-16	32	-2	17	29	-12
CCc1ccc(S(=O)(=O)NCc2cccnc2)cc1	8	-1	-1	1	-1	1	7	4	-3	8
COC(CNS(=O)(=O)c1cc2c3c(c1)CCN3C(=O)CC2)OC	-2	7	-3	3	0	3	2	3	2	-2
CCN1CCN(C(=O)c2ccc(C(F)(F)F)cc2)CC1	2	4	-1	-5	-2	-3	1	2	-3	0
Cc1ccc(OCC(=O)NNC(=O)c2cc(C)[nH]n2)cc1	-10	-10	-1	2	2	1	3	0	1	-5
COc1cc(NC(=S)NCC2CCCO2)c(OC)cc1Cl (stereo unspecified)	3	-3	1	0	-3	-1	-5	-1	-2	1
CC1(C)CC(=O)C(C2NCCc3ccccc32)=C(O)C1 (stereo unspecified)	7	1	0	12	8	2	2	-3	2	2
c1ccc(NC2=NCCN2CC2CCC2)cc1	-5	8	3	7	-4	-1	0	-1	5	-4
Cc1ccc(CN2CCN(c3ccccc3Cl)CC2)o1	10	3	6	10	-1	3	5	2	0	-3
CCOc1ccc(N2C(=O)CC(N3CCN(c4ccc([N+](=O)[O-])cc4)CC3)C2=O)cc1 (stereo unspecified)	5	-3	0	2	2	1	-4	10	0	2
COc1ccc(OC)c(NC(=O)C(=O)c2cn(CC(=O)N3CCCC3)c3ccccc23)c1	-12	3	-4	-16	-1	-8	3	-2	4	-2
Cc1cc(OCc2cn(CC(=O)c3ccc(O)cc3)nn2)ccc1[N+](=O)[O-]	2	2	1	-1	14	-2	-3	0	6	2
O=C1CC(NCc2ccc3c(c2)OCO3)C(=O)N1Cc1ccc2c(c1)OCO2 (stereo unspecified)	1	8	-5	-1	-1	-2	1	56*	-2	-1
COC(=O)c1ccc(NC(=O)C2CCCCC2C(=O)O)cc1 (stereo unspecified)	-11	-7	-2	10	2	7	3	1	3	0
Cc1ccc(CCNC(=O)C2CCN(S(=O)(=O)c3cccc4cccnc34)CC2)cc1	1	11	-3	-3	-1	-4	2	0	-3	1
O=S(=O)(NCC1(N2CCOCC2)CCCCC1)c1ccc(F)c(F)c1F	4	0	1	-6	-2	-2	0	0	-8	-1
COC(=O)c1cc(CNC(=O)c2cccc(Cl)c2)ccc1OC	2	9	0	-3	-4	0	3	-2	-4	-5

Brought forward from above: 4 compounds, followed by the next part.
SMILES	ABHD4 inh	TCR CD3 inh	NPR1 activator	SIAE primary	UHRF1 binding	HTRA1 inhibitor	GC-B act	PRMT1 FP inh	rCAG binder	MBD2 inh
COC(=O)c1ccc(NC(=O)C2CCCCC2C(=O)O)cc1 (stereo unspecified)	-11	-7	-2	10	2	7	3	1	3	0
Cc1ccc(CCNC(=O)C2CCN(S(=O)(=O)c3cccc4cccnc34)CC2)cc1	1	11	-3	-3	-1	-4	2	0	-3	1
O=S(=O)(NCC1(N2CCOCC2)CCCCC1)c1ccc(F)c(F)c1F	4	0	1	-6	-2	-2	0	0	-8	-1
COC(=O)c1cc(CNC(=O)c2cccc(Cl)c2)ccc1OC	2	9	0	-3	-4	0	3	-2	-4	-5
COc1ccccc1CNC(=O)C1CCN(S(=O)(=O)c2cccc3nonc23)CC1	3	-2	-6	2	-3	-1	-8	1	4	2
CN(C(=O)c1cccc(NC(=O)Cc2cccc(NC(=O)C3CCCN(C(=O)C4CCCC4)C3)c2)c1)C1CCC1 (stereo unspecified)	-11	-1	2	-8	-2	-5	3	-5	3	-5
COc1ccc(S(=O)(=O)NCC(=O)N(CC(=O)NCC2CCCO2)c2c(C)cccc2C)cc1 (stereo unspecified)	4	-8	0	0	0	-8	-6	1	-10	4
CCOc1ccc(NC(=O)CN(C)CC(=O)Nc2ccc(Br)cc2F)cc1OCC	0	-3	1	0	2	2	2	6	-8	3
CN(NS(=O)(=O)c1ccc(Cl)cc1)c1nc(C(F)(F)F)nc2ccccc12	-8	7	-1	-9	2	1	0	-6	6	0
COc1cc2nc(CN3CCN(S(=O)(=O)c4cc(C)ccc4C)CC3)[nH]c(=O)c2cc1OC	-2	-1	-2	-4	0	1	-4	-1	6	-3
Cc1ccc(NC(=S)NC2CCCC2)c(C)c1	8	-5	2	6	-1	-7	4	4	-4	1
O=C(CN1CCN(c2cccc(Cl)c2)CC1)c1ccc(O)cc1O	0	5	-1	0	0	-1	-5	1	4	-5
CCCCc1nc2sc3c(=O)[nH]c(=S)[nH]c3c2c2c1CCC2	6	-11	-2	4	-2	3	-2	2	10	-2
O=C1NCC(Nc2ccccc2Cl)C(=O)N1 (stereo unspecified)	3	0	5	7	-1	4	4	-1	2	1
CC(=O)n1c(=O)oc2ccccc21	2	0	1	3	-1	-1	0	-2	1	-5
Cc1ccc(C(=O)OCC(=O)N2C(C)CCCC2C)s1 (stereo unspecified)	2	4	5	-3	0	-3	7	-2	0	-2

Records above marked active in PRMT1 FP inh:
Structure	ABHD4 inh	TCR CD3 inh	NPR1 activator	SIAE primary	UHRF1 binding	HTRA1 inhibitor	GC-B act	PRMT1 FP inh	MBD2 inh
O=C1CC(NCc2ccc3c(c2)OCO3)C(=O)N1Cc1ccc2c(c1)OCO2 (stereo unspecified)	1	8	-5	-1	-1	-2	1	56*	-1

New compounds follow.
SMILES	ABHD4 inh	TCR CD3 inh	NPR1 activator	SIAE primary	UHRF1 binding	HTRA1 inhibitor	GC-B act	PRMT1 FP inh	rCAG binder	MBD2 inh
Cc1ccc(CN2C(=O)CC(Nc3ccc(N4CCOCC4)cc3)C2=O)cc1 (stereo unspecified)	29	0	-5	0	-1	10	-5	2	2	-3
c1ccc(OCCCn2nnc(-c3ccc(N4CCOCC4)cc3)n2)cc1	4	2	-4	-4	3	1	0	-2	-5	2
CCOC(=O)N1CCc2c(sc(NC(=O)c3ccc(S(=O)(=O)N4CCCC4)cc3)c2C#N)C1	-5	-13	-1	-26	-6	-4	4	12	84*	-7
Cc1[nH]c2ccc3c(ncn3CCC#N)c2c1C	3	3	-11	7	-4	-3	-6	0	1	-5
Cc1nc(SCC(=O)N2CCCCC2)c2c(C)c(C)sc2n1	-4	-1	-1	-1	-2	3	5	1	-1	1
COc1cc(-c2cc(NC=O)c3ncc(-c4ccccc4)n3c2)cc(OC)c1OC	-6	-7	24	-3	-3	.	35*	1	7	1
O=C(Nc1ccc(N2CCOCC2)c(S(=O)(=O)Nc2ccc(Cl)cc2)c1)c1ccc(=O)[nH]n1	-1	5	1	3	-1	-13	-9	0	11	7
O=C(CSc1ccc(Cl)cc1)Nc1ccc(C2SCCS2)cc1	-10	5	-2	9	-1	-10	3	-6	3	2
COc1ccc(-c2c(C)c3ccc(O)cc3oc2=O)cc1OC	-9	9	15	-2	1	-2	5	-4	1	-1
COc1cc(/C=C2/CC/C(=C/c3ccc(O)c(OC)c3)C2=O)ccc1O	12	-7	-7	0	-4	-6	-4	17	26	-4
Cc1cc(C)nc(SCC(=O)c2ccc(Cl)cc2)n1	-6	0	-4	-6	-3	1	-2	-1	-2	-2
